# High-throughput results: PubChem BioAssay, National Center for Advancing Translational Sciences (NCATS)
# KB-V1 MDR tox = KB-V1 MDR subline cytotoxicity | 3.4% of 400,000 active | AID 1347076 | Potency, µM (doses to about 46.1 µM), for inactives: top-dose activity change, negative = cytotoxicity, hits mostly cytotoxic | KB-V1 MDR cells viability, CellTiter-Glo, 72 h; also: nearly all actives have a fitted effect of over 60% in size
#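 Readout: CellTiter-Glo luminescence, 10 min after addition. Cells: KB-V1 MDR subline, 72 h at 37 degrees C with compound. Analysis: corrected, normalized data fitted to concentration-effect curves.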
# KB-3-1 tox = kills parental KB-3-1 adenocarcinoma cells; KB-3-1 viability, CellTiter-Glo ATP luminescence, 72 h; Potency, µM (series often up to 46.1 µM), for the others: at the top dose activity change, negative = cytotoxic, usual class: cytotoxic; 1.4% of 400,000 active; also: nearly all actives have a fitted effect of over 60% in size
#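 Using CellTiter-Glo luminescence, growth of non-resistant KB-3-1 adenocarcinoma cells is assessed 72 h after pin-tool compound addition at 37 °C. Normalized responses across the concentration series yield fitted curves.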
# * hit, by the source's call; i = inactive; u = inconclusive; & = joins results of further samples. Calls follow the shape of the dose curve; as a rule, active = well fitted cell-killing curve with a large enough effect; inconclusive = small, poorly fitted or top-dose-only effect, or effect the other way; inactive = flat fitted curve, though single readings scatter. % is scaled to controls: 0 for no effect and ±100 for the full control effect; potency is read from the fitted curve at half-maximal effect.
nr	canonical_smiles	KB-V1 MDR tox	KB-3-1 tox
1	Cc1ccc(S(=O)(=O)N2CCN(c3nc(-c4ccc(CN5CCNCC5)s4)nc4ccccc34)CC2)cc1	2%	21%
2	Cc1cc(C)n2ncc(C(=O)Nc3ccc4c(c3)CCC4)c2n1	-13%	12%
3	CC1CCCCN1C(=O)COC(=O)c1ccc(S(C)(=O)=O)c([N+](=O)[O-])c1 (centres undefined)	-1%	u
4	O=C1[C@H](Cc2ccccc2)NC/C=C\C[C@@H](c2ccco2)N1Cc1ccccc1	-23%	2%
5	CCNc1nc(C#N)nc(N2CCCCC2)n1	2%	5%
6	N#Cc1nc(Nc2cc(F)cc(F)c2)c2ncn(CCCO)c2n1	8%	u
7	O=C1CN(CCN2CC(=O)NC(=O)C2)CC(=O)N1	0%	18%
8	Cc1cc[n+](CC(=O)c2ccc(F)cc2)c2ccccc12	5%	2%
9	CCc1cc[n+](CC(=O)c2ccc(F)cc2)cc1C(=O)O	5%	15%
10	CCN(CC)CCN(C)c1ccc(/C=C/c2ccnc3ccccc23)cc1	u	u
11	Cc1ccc(NS(=O)(=O)c2cc3c(cc2C)OCC(=O)N3)cc1C	u	-9%
12	O=C1Cc2cc(S(=O)(=O)N3CCN(c4cccc(C(F)(F)F)c4)CC3)ccc2N1	i	i
13	O=c1[nH]/c(=C\c2ccc([N+](=O)[O-])cc2)c(=O)[nH]/c1=C\c1ccc([N+](=O)[O-])cc1	19%	8%
14	CCOC(=O)c1cc(C#N)c(SC(C(=O)N2CCCCC2)c2ccccc2)nc1C (centres undefined)	-25%	-18%
15	Cc1cnc(N2CCC(C(N)=O)CC2)nc1-c1cccc(N(C)C)c1	-18%	3%
16	O=C(COC(=O)c1ccccc1OCCOc1ccccc1)Nc1ccc(Br)cc1	8%	u
17	Cc1ccc(Nc2nc(NCc3ccco3)nc3nccnc23)cc1	12%	u
18	Cc1ncnc2nc[nH]c12	10µM*	3.3µM*
19	O=C(NCCc1nc2ccccc2n1CCOc1ccc2ccccc2c1)C1CCCCC1	3%	25%
20	O=S(=O)(N1CCN(c2nc(-c3cccs3)nc3ccccc23)CC1)C(F)(F)F	-3%	18%
21	Cc1ccc(CSc2nnc(-c3ccc(NC(=O)CCc4ccccc4)cc3)n2C)cc1	-10%	0%
22	O=c1c2ccccc2nc2sc(Nc3cccc(N4CCNCC4)c3)nn12	1%	u
23	CN(C)c1ccc(N=Cc2ccncc2)cc1	0%	-16%
24	Cc1csc(B(O)O)c1	15%	0%
25	O=C(C[n+]1csc2ccccc21)c1ccc(O)c(O)c1	-4%	22%
26	COc1cc(N(C)C)c(OC)cc1/C=C1\C=Cc2ccccc21	21%	-10%
27	COc1ccc2[nH]c(CCc3nc4c(OC)c(OC)ccc4[nH]3)nc2c1OC	-1%	15%
28	CC(=O)Oc1ccc2nonc2c1OC(C)=O	19%	u
29	O=C(C[n+]1ccnc2ccccc21)c1ccc(Br)cc1	-1%	9%
30	O=C1CCc2cc(S(=O)(=O)Nc3ccc(Cl)c(Cl)c3)c(F)cc2N1	u	20%

# (further entries)
nr	canonical_smiles	KB-V1 MDR tox	KB-3-1 tox
31	Cc1ccc2ncc(C)c(C)c2c1	6%	16%
32	COC(=O)c1ccc(C2NC(c3ccc4c(c3)OCO4)=CC(c3ccccc3O)N2)cc1 (centres undefined)	26%	-21%
33	Brc1ccc[n+](CCC2CCCCC2)c1	u	u
34	CCC(=O)Nc1ccc(-c2nnc(SCc3ccccc3)n2C)cc1	0%	0%
35	CC1(C)CC(=O)C2=C(C1)NC(Nc1nc3ccccc3o1)=NC2c1ccccc1 (centres undefined)	0%	-48%
36	OCCNc1ncnc2oc(-c3ccco3)c(-c3ccco3)c12	-19%	-18%
37	Cc1ccc(-c2nc3cc(Cl)ccc3o2)cc1NC(=O)COc1ccccc1C	u	u
38	C=C1C=C(C(F)F)n2ncc(C(=O)N3CCN(c4ccccn4)CC3)c2N1	-2%	28%
39	O=C(CCCc1ccccc1)NC(c1ccco1)c1cc(Cl)c2cccnc2c1O (centres undefined)	0%	u
40	COc1ccc2c(c1)C=C/C2=C/c1ccc(N(C)C)cc1	-26%	-2%
41	O/N=C(/C[n+]1csc2ccccc21)c1ccccc1	0%	u
42	COc1ccc(C2Nc3ccccc3C(=O)N2Cc2ccccc2)cc1COc1ccc([N+](=O)[O-])c(C)c1 (centres undefined)	15%	0%
43	Clc1ccc2c(ccc[n+]2CCc2ccccc2)c1	u	u
44	COc1cc([C@@H]2c3cc4c(cc3[C@H](O)[C@H]3COC(=O)[C@@H]23)OCO4)cc(OC)c1OC	u	1.8µM*
45	CNc1c(Cl)cc(/C=C2\C=Cc3ccccc32)cc1Cl	-14%	0%
46	COc1ccc(C2NC(c3ccc4c(c3)OCO4)=CC(c3ccccc3O)N2)cc1OC (centres undefined)	u	-40%
47	CN(C)c1ccc(/C=C/C=C2/C=Cc3ccccc32)cc1	-13%	15%
48	Clc1cccc(CNc2ncnc3nc[nH]c23)c1	0%	0%
49	O=C(CBr)c1ccc(Oc2ccc(C(=O)C[n+]3cccc(Br)c3)cc2)cc1	14%	32%
50	CCCN(CCC)c1nc(N)nc(C#N)n1	u	27%
51	Cc1ccc(OCCCCn2c(CCNC(=O)C3CCCCC3)nc3ccccc32)cc1	8%	0%
52	O=CC(=O)c1ccc(F)cc1	30%	4%
53	COc1cc(OC)c(/C=C/c2ccnc3ccccc23)c(OC)c1	-2%	u
54	O=C(Nc1ccccc1)c1ccc(-n2nncc2-c2ccccc2)cc1	-2%	-3%
55	Cc1ccccc1-c1nc2c(=O)n(C)c(=O)nc-2n(C)n1	u	2.1µM*
56	Cc1ccc(CN2CCOCCS2(=O)=O)cc1	-17%	2%
57	CN(C)c1ccc(/C=C2\c3ccccc3-c3ccc(N(C)C)cc32)cc1	0%	0%
58	O=C(O)CCc1cccc2ccccc12	-3%	0%
59	O=C(Nc1nnc(-c2ccccc2)s1)C1CCCN(C(=O)c2ccoc2)C1 (centres undefined)	0%	29%
60	CCc1cnc2ccccc2c1/C=C/c1ccc(N(C)C)cc1	u	u

# More compounds
nr	canonical_smiles	KB-V1 MDR tox	KB-3-1 tox
61	CN(C)c1ccc(/C=C/c2cccc3ccccc23)cc1	7%	-27%
62	O=C(C[N+]1(c2ccccc2)CCOCC1)c1ccccc1	-5%	-1%
63	COc1cc(-c2ccc3ncnc(NCc4ccc(C)o4)c3c2)cc(OC)c1OC	-29%	u
64	CCCN(C)CCCOc1cc2nc(N3CCCN(C)CC3)nc(NC3CCN(C)CC3)c2cc1OC	-6%	u
65	O=C(COc1ccccc1C(=O)Nc1ccccc1)Nc1ccc(-c2ccccc2)cc1	7%	7%
66	Cc1cccc(CN2Cc3cccc4c3[C@H](C=CC4)CC2=S)c1	u	-2%
67	CC(C)(C)c1ccc(NC(=O)COC(=O)c2ccccc2OCC(=O)Nc2ccc(Br)cc2)cc1	-15%	7%
68	CN(CCCc1cnc[nH]1)C(=S)NCCCN(Cc1ccc(Cl)cc1)c1ccc(Br)cn1	u	0%
69	O=C(Cc1ccc2ccccc2c1)Nc1nnc(-c2ccncc2)s1	13%	11%
70	Cc1ccc(NS(=O)(=O)c2ccc3c(c2)CCC(=O)N3)cc1Cl	-9%	-25%
71	CCOc1cc(-c2ccc3c(c2)OCO3)cc(=[O+]CC)c2c(C)oc(C)c12	-20%&-1%	0%&0%
72	CN(CCCN(Cc1ccc(Cl)cc1)c1ccc(Br)cn1)C(=S)NCCCc1cnc[nH]1	-11%	u
73	CN(C)c1ccc(/C=C/c2cccc3cc4ccccc4nc23)cc1	0%	4.1µM*
74	CN(C(=O)COc1ccccc1C(=O)Nc1ccccc1)c1ccccc1	-9%	43%
75	OC(Cc1ccc2ccccc2n1)c1ccc(Cl)c(Cl)c1 (centres undefined)	2%	0%
76	CN(C)c1ccc(/C=C/c2nc3ccccc3o2)cc1	-5%	6%
77	CN(C)c1ccc(/C=C/c2cc[n+]([O-])c3ccccc23)cc1	u	0%
78	CC1=Nc2ccccc2/C1=C(/C)c1c(C)[nH]c2ccccc12	9%	u
79	CCC1=C[C@@H]2CN(C1)Cc1c([nH]c3ccccc13)[C@@](C(=O)OC)(c1cc3c(cc1OC)N(C)[C@H]1[C@@](O)(C(=O)OC)[C@H](OC(C)=O)[C@]4(CC)C=CCN5CC[C@]31[C@@H]54)C2	u	0.029µM*
80	Cn1c(SCC(=O)NCc2ccco2)nnc1-c1cccc(NC(=O)c2ccccc2)c1	-12%	-18%
81	CN(C)CCCCCCNc1nccc(N2CCN(C)CC2)n1	-9%	u
82	O=C1c2ccccc2C(=O)c2cc(Cn3cc(-c4cccc(C(F)(F)F)c4)nn3)ccc21	-4%	16%
83	CCn1c(SCC(=O)NCc2ccco2)nnc1-c1ccc(N(C)C)cc1	-16%	7%
84	C=C1[C@@H](O)CN(Cc2ccc(OC)cc2)S1(=O)=O	11%	u
85	O=S(=O)(c1ccccc1Br)N1CCN(c2nc(-c3cccs3)nc3ccccc23)CC1	-4%	-3%
86	CN(C)CCNc1nccc(N2CCN(C)CC2)n1	-4%	u
87	O=C(O[C@H]1[C@H](Cc2ccccc2)NS(=O)(=O)[C@H]2C[C@@H]3C=C[C@]12O3)c1ccccc1Br	-11%	1%
88	O=C(Nc1cccnc1Cl)c1cnn2c1NC(=C1CC1)C=C2C(F)F	24%	0%
89	C[C@@H]1[C@H](c2ccccc2)OCCS(=O)(=O)N1Cc1ccccc1Br	u	u
90	Cc1cc(Cl)nc2nc(Cl)ccc12	0%	0%

# Some of the entries so far, with two lines to a compound:
# Order of values – KB-V1 MDR tox, KB-3-1 tox
(77) CN(C)c1ccc(/C=C/c2cc[n+]([O-])c3ccccc23)cc1
  u, 0%
(72) CN(CCCN(Cc1ccc(Cl)cc1)c1ccc(Br)cn1)C(=S)NCCCc1cnc[nH]1
  -11%, u
(86) CN(C)CCNc1nccc(N2CCN(C)CC2)n1
  -4%, u
(61) CN(C)c1ccc(/C=C/c2cccc3ccccc23)cc1
  7%, -27%
(65) O=C(COc1ccccc1C(=O)Nc1ccccc1)Nc1ccc(-c2ccccc2)cc1
  7%, 7%

# Back to the main list, repeating the three entries before the break.
nr	canonical_smiles	KB-V1 MDR tox	KB-3-1 tox
88	O=C(Nc1cccnc1Cl)c1cnn2c1NC(=C1CC1)C=C2C(F)F	24%	0%
89	C[C@@H]1[C@H](c2ccccc2)OCCS(=O)(=O)N1Cc1ccccc1Br	u	u
90	Cc1cc(Cl)nc2nc(Cl)ccc12	0%	0%
91	CC(Sc1nnc(-c2ccccc2)n1C)C(=O)NCc1ccco1 (centres undefined)	3%	4%
92	O=S1(=O)N=C(Oc2ccc(Br)cc2)c2ccccc21	0%	0%
93	Cc1nc(Sc2nnnn2C2CC2)c2c(-c3ccccc3)csc2n1	-26%	u
94	O=C(C[n+]1ccncc1)c1cccc2ccccc12	u	8%
95	O=C(Cc1ccc(OCc2ccccn2)cc1)NO	6%	14%
96	O=C(COc1ccccc1C(=O)Nc1ccccc1)Nc1ccccc1Br	-11%	1%
97	c1ccc(-c2csc3ncnc(Sc4nnnn4-c4ccccc4)c23)cc1	-6%	u
98	O=C(NCCCc1cnc[nH]1)NCCCN(Cc1ccc(Cl)cc1)c1ccc(Br)cn1	12%	-9%
99	COC(=O)C1=C(C)NC(C)=C([N+](=O)[O-])[C@H]1c1ccccc1C(F)(F)F	-8%	-9%
100	CCc1sc(-c2cc3cccc(OC)c3oc2=O)nc1-c1ccccc1	u	0%
101	O=C(Nc1nc(-c2cccs2)cs1)C1CC(=O)N(c2ccc3c(c2)OCCO3)C1 (centres undefined)	2%	-3%
102	Cn1c(SCC(=O)NCc2ccco2)nnc1-c1ccc(NC(=O)c2ccccc2)cc1	6%	11%
103	C=C1C=C(C(F)F)n2ncc(C(=O)NCc3ccc(Cl)cc3Cl)c2N1	-7%	-1%
104	O=C(O)CSC1=NS(=O)(=O)c2ccccc21	-17%	0%
105	Cc1ccc(-c2nnc(N3CCC(C(N)=O)CC3)s2)cc1	0%	u
106	COc1ccc(OC)c(/C=C/c2c3ccccc3cc[n+]2C)c1	-28%	u
107	CC(=O)c1ccc(N2CCN(C(=S)Nc3cc(C)ccn3)CC2)cc1	26%	u
108	O=c1cc(/C=C/c2ccc([N+](=O)[O-])cc2)c2ccccc2[nH]1	-2%	3%
109	COc1ccc(CN2CC[C@H]3C=CC[C@@H](C(=O)NC4CCCCC4)[C@H]3C2=O)cc1OC	-34%	4%
110	CCCNc1nc(Nc2ccc([N+](=O)[O-])cc2)nc(N2CCOCC2)n1	0%	-14%
111	NC(=O)C1CCN(c2ncc(-c3cccc(N4CCCC4)c3)s2)CC1	u	61%
112	O=C(C[n+]1ccccc1Br)c1ccc(F)cc1	0%	0%
113	CS(=O)(=O)c1ccc(C(=O)OCC(=O)N2CCCC2)cc1[N+](=O)[O-]	-7%	0%
114	CC/C(=C/c1ccccc1OC)c1cc(-c2ccccc2)cc2oc3ccccc3c12	-16%	-19%
115	CCCCNC(=O)Cn1c(SCc2ccccc2C)nc2ccncc21	28%	32%
116	Cc1cccc2c(/C=C/c3ccc(N(C)C)cc3)ccnc12	-30%	-8%
117	O=[N+]([O-])c1ccccc1/C=C/c1ccnc2ccccc12	-5%	u
118	O=C(O)c1ccc(NC(=O)c2cc3c([nH]c2=O)CCCC3=O)cc1	u	u

# Some of the compounds tested; rates above refer to the full screens.
